Bioassay records (PubChem)
SENP7 block: inhibitors of human SENP7 protease; 1.5% of 330,000 active; recombinant SENP7, Z-RLRGG-aminoluciferin luminescence, 40 min; Q9BQF6; inhibition, % at 5 µM;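 active = inhibition above about 50% at the single test dose, limit read from the data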;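 also: plate controls were DMSO with enzyme for no effect and no enzyme buffer wells for full effect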
HKDC1 inhibitor: HKDC1 (human) hexokinase inhibition | AID 493160 | recombinant HKDC1, G6PDH/diaphorase resazurin coupled fluorescence | inhibition, % at 20 µM | Q2TB90 | 0.16% of 340,000 active;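 active = inhibition above about 35% when tested at 20 µM, limit read from the data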;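 also: plate controls were DMSO wells with enzyme for no effect and DMSO wells lacking enzyme for full effect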
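System: Recombinant HKDC1 hexokinase | Amount: HKDC1 at 5 µg/mL | Reagent: Glucose with 1 mM ATP | Doses: Single 20 µM dose | Incubation: Reaction time 90 min, room temperature, protected from light | Signal: Coupled resazurin fluorescence, excitation 525 nm, emission 613 nm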
PfGluPho inh: PfG6PD (Plasmodium falciparum) enzyme inhibition; PfGluPho enzyme, NADPH resazurin-diaphorase fluorescence; AID 504690; inhibition, % at 20 µM; 0.78% of 350,000 active;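 active = inhibition reaching at least a set limit at 20 µM in the primary screen, cut at about 59% in these data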;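 also: 0% = DMSO wells with substrate and 100% = DMSO wells lacking glucose-6-phosphate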
NR3A LBD binder: NR3A (human) ligand-binding domain modulation | NR3A LBD differential scanning fluorimetry, Tm shift; 0% = protein alone, 100% = glycine-bound protein | Tm shift relative to glycine control, % at 25 µM | 2.5% of 340,000 active | AID 1259313;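 active = melting temperature shift of at least 10% of the positive control shift, at one fixed dose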
SENP8 inh: SENP8 (human) protease inhibition. AID 602440. recombinant SENP8, Nedd8 substrate fluorescence. inhibition, % at 20 µM. Q96LD8. 0.64% of 360,000 active; in the data active = inhibition mostly above about 40%, no sharp cut-off; inactive = mostly below about 27%
Target sequence (Q96LD8 whole entry, looked up): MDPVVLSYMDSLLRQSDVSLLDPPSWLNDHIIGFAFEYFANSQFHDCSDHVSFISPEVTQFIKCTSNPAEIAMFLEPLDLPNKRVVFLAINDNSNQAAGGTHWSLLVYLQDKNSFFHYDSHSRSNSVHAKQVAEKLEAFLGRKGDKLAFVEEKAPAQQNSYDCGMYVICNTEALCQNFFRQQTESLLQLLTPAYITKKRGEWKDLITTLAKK
ATG4B inhibitor: ATG4B (human) cysteine protease inhibition | AID 504462 | inhibition, % at 8.33 µM | Q9Y4P1 | ATG4B cleavage of LC3-PLA2, NBD-HPC fluorescence, 1 h | 0.51% of 340,000 active; in the data active = inhibition above about 40%
SENP6 inh: SENP6 protease inhibition. 1.8% of 330,000 active. Q9GZR1. Recombinant SENP6 catalytic domain, aminoluciferin luminescence. inhibition, % at 10 µM;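 active = inhibition above about 50% at the single tested dose, limit read from the data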;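 also: plate controls were DMSO wells with enzyme for no effect and DMSO wells lacking enzyme for full effect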
Target sequence (Q9GZR1 628-1112 limits assumed): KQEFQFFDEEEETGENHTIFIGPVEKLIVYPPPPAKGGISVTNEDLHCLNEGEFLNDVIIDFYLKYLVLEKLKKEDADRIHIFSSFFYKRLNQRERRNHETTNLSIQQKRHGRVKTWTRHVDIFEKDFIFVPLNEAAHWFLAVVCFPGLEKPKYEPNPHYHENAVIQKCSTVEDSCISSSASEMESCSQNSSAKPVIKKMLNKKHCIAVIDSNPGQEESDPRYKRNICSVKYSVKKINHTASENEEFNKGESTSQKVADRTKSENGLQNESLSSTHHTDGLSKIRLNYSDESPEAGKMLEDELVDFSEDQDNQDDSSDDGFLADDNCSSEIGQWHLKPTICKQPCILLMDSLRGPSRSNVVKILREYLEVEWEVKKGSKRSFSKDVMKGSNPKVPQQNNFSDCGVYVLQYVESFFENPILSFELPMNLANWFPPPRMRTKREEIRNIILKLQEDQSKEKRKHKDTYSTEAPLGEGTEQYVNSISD
MPTP block: blocks calcium-induced mitochondrial swelling; isolated mouse mitochondria, Ca2+ swelling absorbance, 30 min; inhibition, % at 10 µM; 1.4% of 360,000 active; AID 602449;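 active = inhibition of 50% or more, scaled per plate between neutral and stimulator controls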;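 also: 0% = DMSO wells given calcium and 100% = 1 mM EGTA wells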
* = called active by the depositor.

nr	structure	SENP7 block	HKDC1 inhibitor	PfGluPho inh	NR3A LBD binder
1	O=C(O)c1cccc(NS(=O)(=O)c2ccc(Oc3ccc(S(=O)(=O)Nc4cccc(C(=O)O)c4)cc3)cc2)c1	-4	3	-18	-15
2	O=c1[nH]c2cc(S(=O)(=O)CCO)ccc2o1	-4	-4	2	0
3	CC1CN(C2CCN(C(=O)COc3ccccc3)CC2)CC(C)O1 (stereo unspecified)	-6	2	-10	-3
4	COc1ccc(N2CCN(C(=O)c3cc4c(C)nc5ccccc5c4o3)CC2)cc1	-4	3	0	1
5	CCOc1ccccc1NC(=O)CSc1nncc2ccccc12	2	-2	0	1
6	CNC(=O)c1ccc(Nc2nnc(-c3ccc(C)c(S(=O)(=O)NCC4CCCO4)c3)c3ccccc23)cc1 (stereo unspecified)	-9	15	21	-1
7	O=C(Nc1cccc(NC(=O)c2ccco2)c1)c1cccc(Br)c1	7	-3	13	15*
8	COc1ccc(OC)c(S(=O)(=O)N2CCCC(C(=O)NCc3cccnc3)C2)c1 (stereo unspecified)	-1	-7	-14	0
9	Cc1nn(-c2ccccc2)c(C)c1NC(=O)COC(=O)c1ccccc1	-1	-8	-5	0
10	CCOC(=O)NC1(C(F)(F)F)NC(=O)N(c2ccc(F)cc2)C1=O (stereo unspecified)	3	-13	0	2
11	COC(=O)C1=C(C)NC(=O)/C1=C/c1ccc(CNS(=O)(=O)c2ccc(C)cc2)o1	-3	-1	-6	-2
12	Cc1ccccc1C1=N/C(=C/c2cccnc2)C(=O)O1	-1	2	15	-3
13	O=[N+]([O-])c1ccc(OCCOc2ccccc2/C=N/n2cnnc2)cc1	-6	-1	2	0
14	COc1cc(-c2nnc(COC(=O)c3ccc(C)o3)o2)cc(OC)c1OC	3	8	8	1
15	COc1ccccc1N(C)S(=O)(=O)c1ccc(C(=O)OCC(=O)c2c[nH]c3ccccc23)cc1	-4	13	-3	23*

nr	SENP8 inh	ATG4B inhibitor	SENP6 inh	MPTP block
1	8	-2	1	0.7
2	39	6	-20	-1.1
3	20	2	-9	-1.6
4	15	-19	-9	-1.0
5	5	-10	-24	-2.2
6	-405	5	-7	0.6
7	1	13	-27	1.0
8	10	0	4	0.3
9	12	1	3	0.0
10	17	3	-22	0.4
11	14	-10	-6	-2.2
12	-9	4	-7	1.9
13	7	-5	8	1.1
14	-43	-7	-23	-0.1
15	5	8	-29	1.8

2 of the compounds above, with two lines to a compound.
Every second line gives: SENP7 block, HKDC1 inhibitor, PfGluPho inh, NR3A LBD binder, SENP8 inh, ATG4B inhibitor, SENP6 inh, MPTP block
2: O=c1[nH]c2cc(S(=O)(=O)CCO)ccc2o1
 : -4, -4, 2, 0, 39, 6, -20, -1.1
3: CC1CN(C2CCN(C(=O)COc3ccccc3)CC2)CC(C)O1 (stereo unspecified)
 : -6, 2, -10, -3, 20, 2, -9, -1.6

(listing goes on)
nr	structure	SENP7 block	HKDC1 inhibitor	PfGluPho inh	NR3A LBD binder
16	Cc1ccccc1C(=O)N1CCC(C(=O)NCCc2ccc(S(N)(=O)=O)cc2)CC1	6	-4	16	0
17	COc1cc(C(=O)NCC(=O)NNC(=O)C2COc3ccccc3O2)cc(OC)c1OC (stereo unspecified)	-2	-5	4	-2
18	O=C(CN1CCOCCOCCN(CC(=O)Nc2ccccc2)CCOCC1)Nc1ccccc1	-3	-4	-5	2
19	COc1ccc([N+](=O)[O-])cc1C(=O)Nc1ccc(Cc2ccncc2)cc1	-2	6	8	8
20	CCN(CC)S(=O)(=O)N1CCC(C(=O)NC2CCCc3ccccc32)CC1 (stereo unspecified)	9	-6	-16	-5
21	O=C(c1cccc(COc2cccc3ccccc23)c1)N1CCCC1	-3	14	10	6
22	O=[N+]([O-])c1ccc(CN2CCN(c3nc4ccccc4s3)CC2)cc1	-5	-4	12	-2
23	CC(=O)Nc1ccc(C(=O)N2CCCC2)cc1	2	-6	5	0
24	O=C1c2ccccc2C(=O)N1CCCc1nc2ccccc2c(=O)n1CCCn1ccnc1	-6	-5	-9	-2
25	COC(=O)c1ccc(NC(=O)CO/N=C2\CCCc3nonc32)cc1	-10	-2	5	-1
26	CCn1c(CC(=O)Nc2ccc(C)c(Cl)c2)nnc1SCc1ccc(Cl)c(Cl)c1	10	-9	-4	0
27	O=C(CC12CC3CC(CC(C3)C1)C2)N1CCOCC1	8	3	-4	2
28	CC(C)=CCC(C)(C)C1OCCN1C(=O)Nc1ccccc1 (stereo unspecified)	-8	4	4	3
29	O=C(NC(=S)N1CCN(C/C=C/c2ccccc2)CC1)c1ccco1	-5	-2	-3	1
30	N#C/C(=C\c1ccc(O)c(O)c1)C(=O)NCCCc1ccccc1	-4	1	-36	-4

nr	SENP8 inh	ATG4B inhibitor	SENP6 inh	MPTP block
16	-2	-2	-15	0.6
17	11	-7	-13	-0.5
18	3	-12	6	10
19	1	-4	-2	-1.5
20	11	1	7	-1.3
21	8	-10	32	2.5
22	20	3	4	0.8
23	22	-1	1	14
24	0	-3	7	-1.8
25	-6	-1	14	-1.8
26	12	6	-31	3.9
27	12	1	-9	-1.5
28	29	-1	-11	5.5
29	4	-1	2	-3.1
30	-59	1	-8	0.3

Next part
nr	structure	SENP7 block	HKDC1 inhibitor	PfGluPho inh	NR3A LBD binder
31	O=C(c1cc(COc2ccccc2)on1)N1CCCC(CN2CCOCC2)C1 (stereo unspecified)	1	-3	7	-2
32	NC(=O)c1ccccc1N=Cc1cccnc1	6	-3	-3	0
33	CC(=O)NCCCCCCNC(C)=O	-2	-8	-11	-2
34	CCOC(=O)c1cnc(-n2[nH]c(C)cc2=O)[nH]c1=O	7	15	1	-2
35	O=C(Cn1cnc2ccccc21)N/N=C/c1ccccc1	-4	-9	4	-17
36	CN(C)S(=O)(=O)c1ccc(Nc2nc(C3CC3)nc3c2nnn3Cc2ccccc2Cl)cc1	-4	-7	13	-2
37	COc1ccc(Cl)cc1S(=O)(=O)NC(C)C(=O)NCc1ccc2c(c1)OCO2 (stereo unspecified)	-8	-3	5	3
38	C(CCCN1CCCCC1)CCN1CCCCC1	6	-3	-10	1
39	O=C(c1cccnc1)N1N=C2CCCCCC2C1(O)C(F)(F)F (stereo unspecified)	1	1	-10	-2
40	COC(=O)c1ccccc1S(=O)(=O)N1Cc2cc([N+](=O)[O-])ccc2Oc2ccccc21	-4	-2	29	0
41	O=C(NCc1ccccc1)c1c[nH]c2cc3c(cc2c1=O)OCCO3	3	-8	-8	4
42	COn1c2c(c3c4nonc4ccc31)CCCC2	1	20	31	-3
43	c1ccc(C(c2nnnn2Cc2cccs2)N2CCN(C3CCCC3)CC2)cc1 (stereo unspecified)	-10	3	1	1
44	COc1ccc(CNC(=O)c2ccc(CS(=O)Cc3ccc(Cl)cc3)o2)cc1 (stereo unspecified)	0	6	-8	-1
45	CN(C)CC(=O)Nc1ccc(Oc2ccc(Cl)cc2)cc1	10	-3	-6	4

nr	SENP8 inh	ATG4B inhibitor	SENP6 inh	MPTP block
31	13	-2	3	-0.8
32	-403	3	3	2.2
33	10	3	-4	-0.2
34	16	5	-20	-0.3
35	15	9	19	2.3
36	-314	24	-17	62*
37	5	-6	-7	-0.9
38	26	3	-12	0.6
39	2	-2	8	-1.2
40	25	-5	-3	-5.2
41	-9	3	1	-2.2
42	-263	-9	38	4.0
43	36	-9	-19	-0.5
44	1	-7	-4	-0.7
45	12	3	-17	0.2

Screen by screen, as entered above.
PfGluPho inh, entries 35 to 38 → 4, 13, 5, -10
ATG4B inhibitor, entries 35 to 38 → 9, 24, -6, 3

(list continues)
nr	structure	SENP7 block	HKDC1 inhibitor	PfGluPho inh	NR3A LBD binder
46	O=C(NCc1ccco1)NC12CC3CC(CC(C3)C1)C2	4	-9	7	-1
47	CCc1c(C)nc2ncnn2c1N1CCN(S(=O)(=O)c2ccc(OC)cc2)CC1	10	-3	-8	-1
48	CN1CC(=O)N/C1=N\C(=O)Nc1ccc2c(c1)N(C)C(=O)CS2	-9	-12	2	0
49	CCCCn1c(N)c(N(CCOC)C(=O)c2c(C)noc2C)c(=O)[nH]c1=O	1	-4	10	-2
50	Cc1cc(F)ccc1S(=O)(=O)Nc1ccccc1C(=O)Nc1ncn[nH]1	-5	-1	14	-7
51	COc1cccc(-c2coc3c(C)c4oc(=O)c(CC(=O)O)c(C)c4cc23)c1	-3	5	-17	-3
52	C/C(=C\C(=O)c1ccccc1)Nc1ccc(Cl)c(Br)c1	-1	2	-6	-5
53	CCOc1ccc2oc(C(=O)NC3CCN(Cc4ccccc4)CC3)c(C)c2c1	5	-2	5	-1
54	Cc1ccc(C(=O)Oc2ccc(-c3nccc(-c4ccccn4)n3)cc2)cc1	-3	-2	-12	-2

nr	SENP8 inh	ATG4B inhibitor	SENP6 inh	MPTP block
46	30	5	1	-0.6
47	-4	15	-5	0.9
48	8	-11	-2	1.5
49	17	1	6	0.7
50	-428	-7	-7	0.0
51	-160	10	14	0.5
52	21	9	-11	-1.0
53	-83	0	-1	-1.2
54	39	3	-9	-1.6

Among those listed so far, these have a halogen:
nr	structure	SENP7 block	HKDC1 inhibitor	PfGluPho inh	NR3A LBD binder
7	O=C(Nc1cccc(NC(=O)c2ccco2)c1)c1cccc(Br)c1	7	-3	13	15*
10	CCOC(=O)NC1(C(F)(F)F)NC(=O)N(c2ccc(F)cc2)C1=O (stereo unspecified)	3	-13	0	2
26	CCn1c(CC(=O)Nc2ccc(C)c(Cl)c2)nnc1SCc1ccc(Cl)c(Cl)c1	10	-9	-4	0
36	CN(C)S(=O)(=O)c1ccc(Nc2nc(C3CC3)nc3c2nnn3Cc2ccccc2Cl)cc1	-4	-7	13	-2
37	COc1ccc(Cl)cc1S(=O)(=O)NC(C)C(=O)NCc1ccc2c(c1)OCO2 (stereo unspecified)	-8	-3	5	3
39	O=C(c1cccnc1)N1N=C2CCCCCC2C1(O)C(F)(F)F (stereo unspecified)	1	1	-10	-2
44	COc1ccc(CNC(=O)c2ccc(CS(=O)Cc3ccc(Cl)cc3)o2)cc1 (stereo unspecified)	0	6	-8	-1
45	CN(C)CC(=O)Nc1ccc(Oc2ccc(Cl)cc2)cc1	10	-3	-6	4
50	Cc1cc(F)ccc1S(=O)(=O)Nc1ccccc1C(=O)Nc1ncn[nH]1	-5	-1	14	-7
52	C/C(=C\C(=O)c1ccccc1)Nc1ccc(Cl)c(Br)c1	-1	2	-6	-5

nr	SENP8 inh	ATG4B inhibitor	SENP6 inh	MPTP block
7	1	13	-27	1.0
10	17	3	-22	0.4
26	12	6	-31	3.9
36	-314	24	-17	62*
37	5	-6	-7	-0.9
39	2	-2	8	-1.2
44	1	-7	-4	-0.7
45	12	3	-17	0.2
50	-428	-7	-7	0.0
52	21	9	-11	-1.0

No enrichment for hits; any-hit rate near 6.9%.
